Screening results (PubChem BioAssay)
TbPYK inhibitor = qHTS of Trypanosoma Brucei Inhibitors; TbPYK enzyme, Kinase-Glo Plus ATP luminescence, 45 min; Potency, µM (titrated, usually from 76.8 µM), without a hit: top-dose activity, negative = inhibition, usual class: inhibitors; actives 0.12% (n = 410,000); active means well fitted inhibition curve with a large enough effect; inconclusive means small, poorly fitted or top-dose-only effect; further: nearly all actives have a fitted effect of over 50% in size
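Quantitative HTS: titrated library compounds versus trypanosomal pyruvate kinase in TEA buffer (pH 7.2) containing KCl, MgCl2, BSA and Tween-20. Reactions were initiated with ADP, 130 uM final. Kinase-Glo Plus luminescence was read after 45 min at RT.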
* hit, by the source's call; ? = inconclusive; [ ] = remark or other dose. On the % scale 0 is the no-effect control and ±100 the full control effect; potency means the concentration at half of the fitted maximal effect. Not all compounds are listed; count on the stated rates, not on these rows.

SMILES	TbPYK inhibitor
O=C(NC1CCCCC1)c1ccc(CSc2nc3ccncc3n2Cc2ccccc2)cc1	0.0%
CCOC1=C2[C@H](c3ccccc3)N(S(=O)(=O)c3ccccc3)C[C@H]2n2c(=O)n(-c3ccccc3)c(=O)n2C1	0.7%
CCCc1ccc(OC(C)C(=O)Nc2sc3c(c2C(=O)OC)CCCCC3)cc1 (stereo not drawn)	3.6%
CC1(C)CN(CCc2ccccc2)C(=O)[C@H]1CC(=O)Nc1ccc(Br)cc1	5.6%
COc1ccc(NC(=O)N(C)C[C@@H]2OCc3cnnn3CCCC(=O)N([C@H](C)CO)C[C@H]2C)cc1	11.4%
COC(=O)[C@]12CCCCC=C1N(Cc1ccccc1)C(=O)[C@H](CC(=O)NCc1ccc(C)o1)C2	-0.7%
Cc1ccc(CSc2nc3ccc(NC(=O)CC(C)C)cc3s2)cc1	-3.7%
C=CCNc1nc2cc(-c3ccccc3C)sc2c(=O)n1C	-0.5%
CC(=O)c1c(O)cc(C)n(Cc2ccccc2)c1=O	1.5%
CCOC(=O)C1CCN(CC(=O)N2CCCc3c2c(=O)oc2ccc(OCc4ccccc4)cc32)CC1	?
CC/C(O)=N/S(=O)(=O)c1ccc(-c2c(-c3ccccc3)noc2C)cc1	2.8%
CC(C(=O)NCc1ccc(Cl)cc1)n1ccc2cc(S(=O)(=O)N3CCCC3)ccc21 (stereo not drawn)	0.2%
CCOc1cccc(C(=O)Nc2ccc(-c3nc4ncccc4o3)cc2C)c1	3.3%
CCOc1ccc2nc(N3CCCC(C(=O)NCc4ccccc4Cl)C3)sc2c1 (stereo not drawn)	0.9%
CCOc1ccccc1Nc1sc(C(=O)c2ccc(Cl)cc2)c(N)c1C(=O)NCCc1ccccc1	1.2%
c1cc2c(cc1N1CCCCC1)C1CC2CCN1 (stereo not drawn)	-5.1%
CC(O)[C@H]1CN=C(N)N1CC(C)(C)C (stereo partly drawn)	-7.5%
COCCCNc1nc2c(S(=O)(=O)c3ccc(C)c(C)c3)nnn2c2ccc(Cl)cc12	3.0%
COc1ccc(CN2C(=O)C(CC(=O)NC3CCCCC3)CC(C(=O)N3CCOCC3)=C2C)cc1 (stereo not drawn)	5.3%
CCOC(=O)c1cc(-c2ccccc2)n(CC(=O)NC2CCC(C)CC2)c1C (stereo not drawn)	-7.8%
Cc1cc(Br)ccc1NC(=O)CN1C(=O)c2cccnc2Sc2ccccc21	3.3%
Cc1nc2ncnn2c(C)c1CCC(=O)NCc1cccc(Cl)c1	1.6%
COc1cccc(-c2nc3c(c(SCc4ccccc4)n2)Cc2c(CO)cnc(C)c2O3)c1	-3.4%
CCCOC(=O)c1ccc(Nc2nc3ccccc3nc2-n2nc(C)cc2C)cc1	4.1%
COc1ccc(NC(=O)CN(c2ccccc2OC)S(C)(=O)=O)c(OC)c1	0.7%

(cont.)
SMILES	TbPYK inhibitor
COc1cccc(CN(C)CCCn2ccc(NC(=O)OCc3ccccc3)nc2=O)c1	4.9%
CCCCNC(=O)c1[nH]c2ccccc2c1Sc1ccc(C)cc1	-11.6%
O=C(Nc1ccc2oc(=O)c(C(=O)O)cc2c1)Oc1ccccc1	4.2%
Cc1ccc2nc3c(cc(C(=O)NCc4ccccc4)c(=N)n3CCCn3ccnc3)c(=O)n2c1	29.0%
CC1(C(=O)Nc2cccc(OC(F)(F)F)c2)Cc2c(-c3ccc4c(c3)OCO4)ccnc2O1 (stereo not drawn)	2.9%
CC(C)(C)OC(=O)N1CCC(c2c(C(=O)NCCN3CCc4ccccc4C3)cnn2-c2ccc(F)cc2)CC1	10.9%
CCOC(=O)c1c(C)[nH]c(C(=O)N(C)CC(=O)Nc2ccc(OCC)c(OCC)c2)c1C	-10.3%
CCCCSc1nnc2[nH]c(=O)cc(C)n12	1.2%
CC1(C(=O)NS(=O)(=O)c2ccc(Cl)s2)CCN1C(=O)C1(c2ccc(Cl)cc2)CCC1 (stereo not drawn)	-0.1%
O=c1[nH]c(=O)n(C2OC(CO)C(O)C2O)cc1N1CCOCC1 (stereo not drawn)	4.0%
OC(c1ccccc1)c1ncc(-c2ccc(C(F)(F)F)cc2)[nH]1 (stereo not drawn)	-1.2%
Cc1ccc(S(=O)(=O)Nc2cccc(-c3cn4cccc(C)c4n3)c2)cc1	1.8%
O=C(NC1=NCCS1)c1ccccc1F	-0.3%
Cc1ccc(C(=O)O)cc1Nc1nc2ccccc2n2nnnc12	0.6%
Cc1ccc(OC(=O)c2cc(-c3ccc4c(c3)OCCO4)on2)c(C)c1	1.7%
N#CCCn1nc2c(c1N)CCC2	1.1%
CN(C)c1ccc(CNC(=O)C2CCN(c3nc4ccccc4[nH]3)CC2)cc1	-11.7%[15.4 µM]
Cc1cccc(OC(=O)CSc2nnc(-c3ccc4c(c3)OCO4)o2)c1C	-5.2%
CC(C)(C(=O)N1CCC1(C)C(=O)NS(=O)(=O)c1cccc(Cl)c1)c1ccccc1 (stereo not drawn)	3.2%
C[C@@H]1CN([C@@H](C)CO)C(=O)c2cc(Br)cnc2O[C@@H]1CN(C)S(C)(=O)=O	-1.5%
CC(=O)C[C@H]1c2ccccc2S(=O)(=O)N1C1CCCCC1	4.9%
CCN(CC)CCOC(=O)c1ccc(NC(=O)c2nn(C)c3c2COc2ccccc2-3)cc1	0.0%
C=C1CCN([C@H](C(=O)O)C(C)C)S(=O)(=O)c2ccccc21	8.1%
CCOC(=O)c1c(NC(=O)/C(C#N)=C/c2ccccc2)sc2c1CCC2	-2.1%
CCOC(=O)N1CCC(=NNC(N)=O)C1	2.7%

Some of the entries so far, as a markdown table:
| SMILES | TbPYK inhibitor |
| --- | --- |
| Cc1cccc(OC(=O)CSc2nnc(-c3ccc4c(c3)OCO4)o2)c1C | -5.2% |
| CC(C)(C(=O)N1CCC1(C)C(=O)NS(=O)(=O)c1cccc(Cl)c1)c1ccccc1 (stereo not drawn) | 3.2% |

Continuation.
SMILES	TbPYK inhibitor
c1ccc2c(CCC3CCNCC3)c[nH]c2c1	5.3%
CCS(=O)(=O)N1CC(=O)N(c2cccc(C)c2C)C(C)(C(=O)NC2CCCCCC2)C1 (stereo not drawn)	1.8%[15.4 µM]
C#CCNC(=O)C[C@@H]1C[C@@]2(C(=O)OCC)CCCC=C2N(Cc2cccc3ccccc23)C1=O	-0.8%
O=S1(=O)CCN(c2ccccc2CC(c2c[nH]c3ccccc23)c2c[nH]c3ccccc23)CC1	2.8%
Cc1ccc(-n2c(=O)c3sc4ccccc4c3n(CC(=O)NC3CCCC3)c2=O)cc1C	4.3%
Cc1ccc(NC2CCCN(C(=O)c3cc(C(C)C)nn3C)C2)cc1C (stereo not drawn)	-3.4%
CN(C)S(=O)(=O)c1ccc2c(c1)nc(CCC(=O)NCC(=O)Nc1ccc(F)c(F)c1F)n2C	3.6%
CC(C#N)(NC(=O)CN1CCN(S(=O)(=O)c2cccc(F)c2)CC1)C1CC1 (stereo not drawn)	-15.2%
CCc1ccc(CN2C(=O)c3ccccc3C2C(=O)NCCc2ccc(OC)c(OC)c2)cc1 (stereo not drawn)	0.5%
COCCCN1C(=O)C(CC(=O)NCCCN(C)C)CC(C(=O)N2CCCCCC2)=C1C (stereo not drawn)	-15.4%
COc1ccc(OC)c(S(=O)(=O)NCCc2csc(-c3cccc(F)c3)n2)c1	-2.6%
CCOC(=O)C1CCCN(C(=O)c2c(-c3ccccc3)noc2C)CC1 (stereo not drawn)	-2.0%
COCCN1C[C@@H](CO)O[C@@H](n2cnc3c(NCc4ccco4)ncnc32)C1	0.7%
COc1cc(NC(=O)CCc2c(C)nc3c(-c4ccc(F)cc4)c(C)nn3c2C)cc(OC)c1OC	2.2%
Cc1ccc(-c2nnc(Nc3cccc(Br)c3)c3ccccc23)cc1S(=O)(=O)NCC1CCCO1 (stereo not drawn)	-0.4%
COc1cccc(Cn2c(=O)n(-c3cccc(Cl)c3)c(=O)c3c4c(sc32)CN(C(C)=O)CC4)c1	6.3%
CCN1CCN(c2ncc3c(n2)CCN(Cc2ccc(OC(C)C)cc2)C3)CC1	1.5%
O=C(CSc1cn(CC(=O)N2CCCCC2)c2ccccc12)NCc1ccccc1Cl	-4.0%
CCOC(=O)c1[nH]c(C)c(CCC(=O)NCc2ccccc2Cl)c1C	2.4%
CC(C)(C)c1ccc(C(=O)N2CCC2(C)C(=O)NCC(F)(F)F)cc1 (stereo not drawn)	-8.6%
COc1cc(OC)cc(-c2noc(-c3csc([C@@H]4C[C@H](O)[C@@H](CO)O4)n3)n2)c1	4.3%
Cc1ccc(Cl)cc1N1CCN(C(=O)CN2C(=O)COc3ccc(S(=O)(=O)N4CCOCC4)cc32)CC1	0.4%
CC(=O)Nc1cc(-c2cccc(CO)c2)cn2c(-c3ccc(C(C)=O)cc3)cnc12	-1.8%
N#CC(=Cc1ccccn1)c1nc(-c2ccc(Cl)cc2)cs1	-6.7%
Cc1ccc(CSc2cn(CC(=O)N3CCCCCC3)c3ccccc23)cc1	1.2%

Brought forward from above: 6 entries; new compounds follow.
SMILES	TbPYK inhibitor
CC(C)(C)c1ccc(C(=O)N2CCC2(C)C(=O)NCC(F)(F)F)cc1 (stereo not drawn)	-8.6%
COc1cc(OC)cc(-c2noc(-c3csc([C@@H]4C[C@H](O)[C@@H](CO)O4)n3)n2)c1	4.3%
Cc1ccc(Cl)cc1N1CCN(C(=O)CN2C(=O)COc3ccc(S(=O)(=O)N4CCOCC4)cc32)CC1	0.4%
CC(=O)Nc1cc(-c2cccc(CO)c2)cn2c(-c3ccc(C(C)=O)cc3)cnc12	-1.8%
N#CC(=Cc1ccccn1)c1nc(-c2ccc(Cl)cc2)cs1	-6.7%
Cc1ccc(CSc2cn(CC(=O)N3CCCCCC3)c3ccccc23)cc1	1.2%
COc1ccc(NC(=O)Cn2ccn(-c3ccc(F)c(F)c3)c(=O)c2=O)cc1Cl	0.6%
CCOc1ccc(N2CC(NC(=O)c3cccs3)CC2=O)cc1 (stereo not drawn)	5.1%
CC1(C(=O)NS(=O)(=O)Cc2ccccc2C(F)(F)F)CCN1C(=O)Cc1cccs1 (stereo not drawn)	-3.0%
Cc1ccc(CCNC(=O)CN2C(=O)CSc3ccc(S(=O)(=O)N4CCOCC4)cc32)cc1	2.2%
CCCCCCN1C[C@H](O)[C@@H](n2cc(C3CC3)nn2)C[C@@H]1c1ccc(Cl)cc1	-12.4%
O=C1NC(=O)C(Cc2ccccc2)C(=O)N1	8.2%
COc1ccc(-n2c(=O)c(-c3cn(C)c4ccccc34)nc3cnc(OC)nc32)cc1	6.7%
CCOC(=O)N1CCN(C(=O)c2ccc3nc4cc(Cl)ccc4c(=O)n3c2)CC1	0.8%
CCOC(=O)C(CO)NC(=O)C1(NC(C)=O)CCCC1 (stereo not drawn)	0.0%
Cc1ccnc(NC(=O)CCCc2ccc(N(CCCl)CCCl)cc2)n1	-0.1%
Cc1ccc(Oc2nc3c(c(=O)n(Cc4ccccc4Cl)c(=O)n3C)n2C)cc1C	-2.0%
Cc1ccc(C)c(NC(=O)c2ccc(CN3CC(=O)N4CCCCC4C3=O)cc2)c1 (stereo not drawn)	-0.5%
COc1cc(CNC(=O)Nc2nc(C(N)Cc3ccc(Cl)cc3)cs2)cc(OC)c1OC (stereo not drawn)	-1.1%
CCOC(=O)CN1C(=O)C(O)(CC(=O)c2cc(OC)ccc2OC)c2ccccc21 (stereo not drawn)	-2.7%
CCOc1ccc(S(=O)(=O)c2cn(CC)c3ccc(F)cc3c2=O)cc1	2.7%
COc1ccc(NC(=O)[C@H](C)NS(=O)(=O)c2ccc(NC(C)=O)cc2)cc1Cl	0.7%
COc1ccc(N2CC(C(=O)Nc3ccc(NC(C)=O)cc3)CC2=O)cc1 (stereo not drawn)	-4.4%
O=C(c1ccoc1)N1CCN(c2cc(-c3cccc(F)c3)nc3cc(-c4cccc(Cl)c4)nn23)CC1	5.7%
COC(=O)N1C2CCCCC2=NN(c2ccccc2)N1C(=O)OC (stereo not drawn)	7.3%
COc1cc(C=CC(=O)c2cc(OC)c(OC)c(OC)c2)cc(OC)c1OC	-4.7%
Cc1nc2c(OCc3ccc(C(F)(F)F)cc3)cccn2c1N(C)CC1CC1	-1.9%
CCSc1ccccc1C(=O)Nc1ccc(-c2nc3ccccc3s2)c(O)c1	-0.5%
COc1cc(NC(=O)CCc2c(C)nc3c4c(C)cc(C)nc4nn3c2C)cc(OC)c1	-1.9%
COc1cc(Cl)ccc1OC1(C)CCN(Cc2cccn2-c2nccs2)C1 (stereo not drawn)	-3.9%
Cc1cccc(-n2nnc(-c3nc(-c4cccs4)no3)c2N)c1C	-1.7%

Reprinted from the part before: 3 compounds, followed by the next part.
SMILES	TbPYK inhibitor
COc1cc(NC(=O)CCc2c(C)nc3c4c(C)cc(C)nc4nn3c2C)cc(OC)c1	-1.9%
COc1cc(Cl)ccc1OC1(C)CCN(Cc2cccn2-c2nccs2)C1 (stereo not drawn)	-3.9%
Cc1cccc(-n2nnc(-c3nc(-c4cccs4)no3)c2N)c1C	-1.7%
COc1cc(NS(=O)(=O)c2ccc(NC(=O)C(C)Oc3ccc(Cl)cc3Cl)cc2)nc(OC)n1 (stereo not drawn)	-0.2%
Cc1ccc(NC(=O)CCS(=O)(=O)c2cccc3nonc23)c(C)c1	0.7%
O=C(CCCCCn1c(=O)[nH]c2ccccc2c1=O)NCc1cccc(Cl)c1	0.7%
CCOc1ccc(C(c2c(O)cc(C)n(CCOC)c2=O)N2CCN(c3ccc(F)cc3)CC2)cc1 (stereo not drawn)	-7.9%
O=C(Cn1ncc2c([nH]c3ccccc32)c1=O)NCCCN1CCN(c2ccc(F)cc2)CC1	2.3%
Cc1ccc(Cc2nc3ccccc3nc2SCC(=O)NCc2ccccc2Cl)cc1	-4.9%
COc1ccc(OC)c(NC(=O)Nc2nc(CN(C)C)cs2)c1	2.4%
